Compound activity deposited in PubChem BioAssay by Johns Hopkins Ion Channel Center.
MrgX1 agonist: human MrgX1 receptor agonism, primary screen; 0.44% of 310,000 active; AID 588627; B-score at 10 µM; MrgX1-HEK293 cells, Fluo-4 calcium fluorescence, agonist mode; hits give high values; Q96LB2;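 active = calcium response B-score plate-corrected fluorescence ratio at least 3 library SD, with starting fluorescence B-score inside 5 SD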
Target sequence (Q96LB2 whole entry, looked up): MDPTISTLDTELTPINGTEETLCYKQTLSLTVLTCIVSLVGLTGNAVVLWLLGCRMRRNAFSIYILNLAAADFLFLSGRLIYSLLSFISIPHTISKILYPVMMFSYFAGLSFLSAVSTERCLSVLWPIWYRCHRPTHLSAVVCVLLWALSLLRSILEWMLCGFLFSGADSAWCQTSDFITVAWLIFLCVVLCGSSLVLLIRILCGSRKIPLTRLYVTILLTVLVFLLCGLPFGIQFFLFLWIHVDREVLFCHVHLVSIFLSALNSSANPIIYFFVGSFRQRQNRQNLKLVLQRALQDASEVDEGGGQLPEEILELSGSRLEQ
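Material: MrgX1-expressing HEK293 cells; input: 15,000 cells per well; doses: test compound given as first of three sequential additions; schedule: overnight plating before 1 h dye loading; technique: Fluo-4 NW calcium-flux fluorescence, kinetic read; evaluation: baseline-normalised fluorescence change ratio, B-scored; control set: plate-wise positive and negative controls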
KCNQ1 act: potentiates or activates the human KCNQ1 potassium channel. P51787. CHO-K1 KCNQ1, thallium flux FluxOR fluorescence; hits give high values. B-score at 10 µM. 0.35% of 310,000 active. AID 2648;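 active = fluorescence ratio B-score, a plate-corrected score, at least three library SD, with initial intensity B-score within 5 SD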
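System: CHO-K1 cells stably expressing KCNQ1 / Medium: assay buffer for compound exposure, DMSO matched across wells / Reagent: thallium- and potassium-containing depolarizing buffer / Compound: one concentration, matched DMSO / Incubation: 20 min compound pretreatment at room temperature / Measured by: kinetic FluxOR fluorescence, 10 s baseline plus 110 s post-stimulus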
KCNQ1 block: inhibitors of human KCNQ1 potassium channel; CHO-K1 KCNQ1, FluxOR thallium flux fluorescence; hits give high values; 1.3% of 310,000 active; B-score at 10 µM; P51787;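 active = compounds whose thallium flux B-score, printed positive for inhibition, exceeds three library SD while starting fluorescence stays within three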;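 also: channel opened by potassium depolarization with thallium stimulus after 20 min compound exposure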
TMEM16A inh: blocks the mouse calcium-activated chloride channel TMEM16A; HEK293 TMEM16A/YFP iodide influx fluorescence, ionomycin; normalized B-score (activity score, 25-100; higher = stronger inhibition) at 10 µM; 1.2% of 310,000 active; AID 588511;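 active = ratio plate-corrected score three or more library SD toward inhibition, starting fluorescence score within five deviations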;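 also: score derived from kinetic fluorescence span divided by baseline fluorescence per well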
KCNK9 block: blocks the human KCNK9 two-pore domain potassium channel; Q9NPC2; HEK293 KCNK9, FluxOR thallium flux fluorescence; hits give low values; 1.2% of 310,000 active; B-score at 10 µM; AID 488922;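 active = ratio B-score over 3 SD below the library mean, with starting fluorescence within 5 SD of its mean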;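 also: negative B-score means less thallium flux so channel inhibition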
MrgX1 PAM: human MrgX1 positive allosteric modulation, primary screen; Q96LB2; 0.63% of 310,000 active; MrgX1-HEK293, Fluo-4 calcium flux, FDSS; hits give high values; B-score at 10 µM;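 active = plate-corrected calcium response at least 3 library SD above typical, normal starting fluorescence, not activating the receptor alone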;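 also: compound read alongside a low EC10 to EC30 dose of BAM8-22 agonist; peak minus trough fluorescence over baseline measured at the second addition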
KCNK3 inh: human KCNK3 channel inhibition, primary screen; O14649; CHO-KCNK3 thallium flux, FluxOR fluorescence; hits give low values; B-score at 10 µM; 0.84% of 340,000 active;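 active = B-score under library mean minus 4 SD, starting fluorescence ratio at most library mean plus 5 SD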;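 also: more negative B-score means stronger inhibition of thallium flux through KCNK3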
Target sequence (O14649 whole entry, looked up): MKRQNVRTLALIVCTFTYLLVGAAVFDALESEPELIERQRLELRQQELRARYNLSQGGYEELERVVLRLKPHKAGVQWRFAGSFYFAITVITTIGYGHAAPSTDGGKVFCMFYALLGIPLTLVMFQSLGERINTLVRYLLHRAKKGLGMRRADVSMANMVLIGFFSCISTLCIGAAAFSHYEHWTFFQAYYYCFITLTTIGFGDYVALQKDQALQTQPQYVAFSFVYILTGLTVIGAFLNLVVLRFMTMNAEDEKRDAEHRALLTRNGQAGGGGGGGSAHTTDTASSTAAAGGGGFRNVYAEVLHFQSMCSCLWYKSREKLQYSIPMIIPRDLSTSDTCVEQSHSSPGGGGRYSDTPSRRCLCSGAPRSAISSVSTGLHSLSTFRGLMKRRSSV
ANO1 activ: activates or potentiates the mouse TMEM16A chloride channel; B-score at 10 µM; AID 623877; HEK293 TMEM16A/YFP-H148Q/I152L, iodide quench fluorescence; hits give low values; Q8BHY3; 0.3% of 340,000 active;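 active = fluorescence-ratio B-score plate-corrected deviation score at least 3 library SD below zero, with starting fluorescence score within 5 deviations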;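 also: channel opened by trigger with iodide after compound preincubation; score built on the fluorescence ratio of max minus min over baseline; more negative score means more quench and so TMEM16A activation or potentiation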
RGS4 pot: potentiators or activators of RGS4. HEK293 M3R/inducible RGS4, carbachol calcium flux Fluo4; hits give low values. B-score at 10 µM. 0.92% of 310,000 active. AID 463111;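 active = B-score of the integrated calcium signal more than 4 SD below the library mean, with starting fluorescence not abnormally high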;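 also: negative B-score means reduced calcium response which marks RGS4 activation or potentiation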
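Assay system: Inducible-RGS4 HEK293 cells carrying M3 receptor | Schedule: Compound preincubation 20 min at room temperature before agonist | Signal: Kinetic calcium fluorescence imaging with Fluo4-AM dye, 2 µM | Read-out basis: B score from integrated fluorescence ratio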
hERG protect: shields human hERG channel from block by proarrhythmic agents | Q12809 | CHO-hERG, FluxOR thallium flux, dofetilide IC70 present | activation (rescue from dofetilide block), less the hit threshold, % at 10 µM | 0.51% of 310,000 active;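 active = activation above the mean of controls blocked by dofetilide plus 5 SD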;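 also: thallium influx through hERG after potassium depolarization seen as dye fluorescence rise; in these data hits start at about 4.7%; inactives centre near -7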
RGS4 inh: human RGS4 inhibition. AID 463165. 0.45% of 310,000 active. P49798. HEK293 M3R/RGS4 inducible, Fluo-4 calcium flux; hits give high values; triggered by carbachol at its EC20. B-score at 10 µM;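 active = B-score, a plate-corrected calcium signal, over three deviations above library mean, with baseline fluorescence within five deviations of library mean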;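 also: RGS4 expression induced by doxycycline in cells with stable M3 receptor; B-score is computed from the integrated fluorescence ratio over baseline after carbachol; higher B-score means a larger calcium signal and so more RGS4 inhibition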
Target sequence (P49798 whole entry, looked up): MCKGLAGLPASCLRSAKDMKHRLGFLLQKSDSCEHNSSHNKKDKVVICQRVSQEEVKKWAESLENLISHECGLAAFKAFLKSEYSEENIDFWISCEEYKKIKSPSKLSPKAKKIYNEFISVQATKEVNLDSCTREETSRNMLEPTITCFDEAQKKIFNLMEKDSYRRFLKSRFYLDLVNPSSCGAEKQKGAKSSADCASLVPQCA
An asterisk follows results filed as active; i = inactive; x = no result given.

SMILES	MrgX1 agonist	KCNQ1 act	KCNQ1 block	TMEM16A inh	KCNK9 block	MrgX1 PAM	KCNK3 inh	ANO1 activ	RGS4 pot	hERG protect	RGS4 inh
COc1ccccc1-c1coc2c(CN3CCCC(C)C3)c(O)ccc2c1=O (centres undefined)	i	i	i	i	i	i	i	i	i	-6.3	i
COc1ccc2ccc(OC)c(/C=N/n3cnnc3)c2c1	i	i	i	i	i	i	i	i	i	-3.0	i
COc1cccc(C(=O)NCCNC(=O)c2ccco2)c1	i	i	i	i	i	i	i	i	i	-8.6	i
O=C(NCCO)c1ccc(-c2nnc(N3CCOCC3)c3ccccc23)cc1	i	i	i	i	i	i	i	i	i	-14.0	i
CC(C)(C)NC(=O)NC(=O)Cn1cc(C(F)(F)F)ccc1=O	i	i	i	i	i	i	i	i	i	-14.6	i
C#CCn1ccc(O)c(Cc2c(F)cccc2Cl)c1=O	i	i	i	i	i	i	i	i	i	-2.3	i
CN(C)C(=O)c1cn(-c2ccccc2)nc1-c1cc2ccccc2o1	i	i	i	i	i	8.05*	i	i	i	-19.1	i
Cc1ccc(OCC(=O)Nc2ccccc2N2CCCC2)c(C)c1	i	i	i	i	i	i	i	i	i	-8.6	i
CCN(CC)Cc1c(O)ccc2c(=O)c(Oc3ccccc3OC)coc12	i	i	i	i	i	i	i	i	i	-3.6	i
CCCNc1c(NS(=O)(=O)c2ccc(C3CCCCC3)cc2)c(=O)oc2ccccc12	i	i	i	i	i	i	i	i	i	-4.0	i
CCC(Sc1nc2ccccc2c(=O)n1CC1CCCO1)C(=O)NCc1cccnc1 (centres undefined)	i	i	i	i	i	i	i	i	i	-17.9	i
C=CCN1C(=O)c2oc3ccccc3c(=O)c2C1c1ccc(O)c(OC)c1 (centres undefined)	i	i	i	i	i	i	i	i	i	-7.3	i
O=c1cccc2c1c1cc[nH]c3ccc(=O)n2c31	i	i	i	i	i	i	i	i	i	-9.8	i
O=C(Nc1c2c(nn1-c1ccc(Cl)cc1)CS(=O)(=O)C2)C1CC1	i	i	i	i	i	i	i	i	i	-4.3	i
N#CCc1ccc(NC(=O)/C=C/c2ccc([N+](=O)[O-])o2)cc1	x	i	i	x	i	x	i	i	i	-16.2	i
CCOC(=O)C(=O)Cc1nc2ccccc2s1	i	i	i	i	i	i	i	i	i	-6.0	i
C=CCc1cc(C)ccc1OCCOCCN1CCN(C)CC1	i	i	i	i	i	i	i	i	i	-1.1	i
COCCN1CCN(C(=O)c2cc(COc3ccc(Cl)cc3OC)on2)CC1	i	i	i	i	i	i	i	i	i	-6.3	i
CNCc1cn2cc(Cl)ccc2n1	i	i	i	i	i	i	i	i	i	-6.0	i
COc1ccc(-c2c[n+]3c(n2-c2ccccc2)CCCCC3)cc1	i	i	i	i	i	i	i	i	-8.3*	-18.0	i
Cc1ccccc1C(=O)Nc1ccc2nc3n(c(=O)c2c1)CCCC3	i	i	i	i	i	i	i	i	i	-13.0	i
Cc1ccc(C2=NCCNC2=O)c(C)c1	i	i	i	i	i	i	i	i	i	-10.4	i
Cc1ccccc1-n1c(=O)cc(N2CC(C)OC(C)C2)[nH]c1=O (centres undefined)	i	i	i	i	i	i	i	i	i	-7.3	i
CCCCNC(=O)CSc1nnc(Cc2ccccc2)n1CC	i	i	i	i	i	i	i	i	i	-8.6	i
O=C(CN1CCN(c2ccc(O)cc2)CC1)N1CCc2ccccc21	i	i	i	i	i	i	i	i	i	-3.3	i
COc1cccc(C2CC(c3ccccc3OC)n3ncnc3N2)c1 (centres undefined)	i	i	i	i	i	i	i	i	i	-6.7	i
CN(C(=O)COC(=O)c1ccc[nH]c1=O)C1CCCCC1	i	i	i	i	i	i	i	i	i	-1.1	i
COc1cc2c(C(=O)N(C)c3ccc(F)cc3)cn(C)c(=O)c2cc1OC	i	i	i	i	i	i	i	x	i	-3.9	i
CCOC(=O)c1cc2c(ccn2C)n1CC(=O)N1CCN(c2ccccc2OC)CC1	x	i	i	x	i	x	x	x	i	-9.1	i
CC1(C)C(=O)C2(CCCC2)C(=O)OC1c1ccco1 (centres undefined)	i	i	i	i	i	i	i	i	i	-6.3	i
CCCn1cnc2c(c1=O)c1nc3ccccc3nc1n2Cc1ccccc1OC	x	i	i	x	i	x	x	x	i	-10.4	i
CCOn1c(=O)c(-c2cc(OC)ccc2OC)[n+]([O-])c2ccccc21	i	i	i	i	i	i	i	i	i	-5.3	i
CCOC(=O)N1CCC(NC(=O)CCc2cn(C)c3ccccc23)CC1	i	i	i	i	i	i	i	i	i	-7.9	i
CC(C)NC(=S)NCc1cccnc1	i	i	i	i	i	i	i	i	i	-3.0	i
COc1ccc(/C=C2\CCCC(C(=O)C(F)(F)F)=C2O)cc1OC	i	i	i	i	i	i	x	x	i	-24.9	i
O=C(Nc1nnc(S(=O)(=O)N2CCCCC2)s1)c1ccccc1Br	i	i	i	i	i	i	i	i	i	-10.9	i
COc1cccc(OCC(O)CNC2CCCC2)c1 (centres undefined)	i	i	i	i	i	i	i	i	i	-6.0	i
CNc1nc(C)c(C(C)(C)C)s1	i	i	i	i	i	i	i	i	i	-9.3	i
O=C(c1ccc(-n2cccc2)cc1)N1CCN(Cc2ccccc2)CC1	i	i	i	i	i	i	i	i	i	-12.1	i
COc1ccc(NS(=O)(=O)c2cccc(C(=O)N/N=C/c3ccc4c(c3)OCCO4)c2)cc1	i	i	i	i	i	i	i	i	i	-5.3	i
Cc1ccc2nc(SCC(=O)Nc3nonc3C)[nH]c2c1	i	i	i	i	i	i	i	i	i	-7.8	i
Cc1ccc(C(=O)NC(=S)Nc2cccc(NC(=O)c3ccccc3Cl)c2)cc1[N+](=O)[O-]	i	i	i	i	i	i	i	i	i	-6.8	i
O=C(NCCc1ccccc1F)c1cccc2cccnc12	i	i	i	i	i	i	i	i	i	-11.9	i
COc1cccc(C2C(C#N)=C(N)Oc3c2oc(CO)cc3=O)c1 (centres undefined)	i	i	i	i	i	i	i	i	i	-7.8	i
O=C(CC1c2ccccc2Oc2ccccc21)Nc1ccccc1F	i	i	i	i	i	i	i	i	i	-6.5	i
O=C(CCCn1c(=S)[nH]c2cc3c(cc2c1=O)OCO3)N1CCN(C2CCCCC2)CC1	i	i	i	i	i	i	i	i	i	-5.7	i
Cn1c(SCC(=O)Nc2ccccc2F)nc2c(c1=O)SCC2	i	i	i	i	i	i	i	i	i	-8.5	i
O=C(Nc1ccc(F)cc1)C1CCCN(S(=O)(=O)c2ccc3[nH]c(=O)ccc3c2)C1 (centres undefined)	i	i	i	i	i	i	i	i	i	-10.3	i
Cc1c(CC(=O)N2CCN(C(=O)C3COc4ccccc4O3)CC2)c(=O)oc2cc(O)cc(O)c12 (centres undefined)	i	i	i	i	i	i	i	i	i	-8.7	i
COCCCNc1nc2nonc2nc1N(C)CC1CCCN1C (centres undefined)	i	i	i	i	i	i	i	i	i	-14.9	i
COc1ccc(CCNC(=O)c2cc(-c3ccccc3)on2)cc1OC	i	i	i	i	i	i	i	i	i	0.6	i
COC(=O)C1=C(C)N(CCCC(=O)O)C(=O)NC1c1cccc(Cl)c1Cl (centres undefined)	i	i	i	i	i	i	i	i	i	-4.9	i
COc1ccc(-c2cc(C(=O)N3CCN(c4ccccc4)CC3)c3ccccc3n2)cc1	i	i	i	i	i	i	i	i	i	-11.8	i
CCCCn1nnnc1SCC(=O)N1CCOCC1	i	i	i	i	i	i	i	i	i	4.2	i
CCCc1cc(=O)[nH]c(Nc2ccc(N3CCCCC3)cc2)n1	i	i	i	i	i	i	i	i	i	-4.6	i
Fc1ccc(-c2ccc(/C=N\n3cnnc3)o2)cc1Cl	i	i	i	i	i	i	i	i	i	-15.0	i
Cc1oc(-c2ccc(Cl)cc2)nc1CS(=O)CC(=O)NCCCN1CCCC(C)C1 (centres undefined)	i	i	i	i	i	i	i	i	i	-2.7	i
Cc1ccc(S(=O)(=O)Cn2nnnc2C(c2ccc(F)cc2)N2CCC(C(N)=O)CC2)cc1 (centres undefined)	i	i	i	i	i	i	i	i	i	-7.2	i
Cc1nn(-c2cccc(Cl)c2)c2nc(-c3ccncc3)cc(C(=O)N3CCOCC3)c12	i	i	i	i	i	i	i	i	i	-17.0	i
Cc1ccc(OCCNC(=O)CCC(=O)N2CCOCC2)cc1	i	i	i	i	i	i	i	i	i	-12.4	i

Additional structures:
SMILES	MrgX1 agonist	KCNQ1 act	KCNQ1 block	TMEM16A inh	KCNK9 block	MrgX1 PAM	KCNK3 inh	ANO1 activ	RGS4 pot	hERG protect	RGS4 inh
COc1ccc(-n2nc(C(=O)NCC(=O)Nc3cccc(NC(C)=O)c3)c3ccccc3c2=O)cc1	i	i	i	i	i	i	i	i	i	-16.6	i
COc1ccc(-c2nnc(SCc3ccccc3)n2N)cc1	i	i	i	i	i	i	i	i	i	-11.9	i
O=C(Nc1cccc(F)c1)C1CCN(S(=O)(=O)c2cnc[nH]2)CC1	i	i	i	i	i	i	i	i	i	-2.7	i
O=C(N/N=C/c1cccc2ccccc12)c1cccs1	i	i	i	i	i	i	i	i	i	-5.4	i
N#Cc1ccsc1NC(=O)COC(=O)c1cc2ccccc2cc1O	i	i	i	i	i	i	i	i	i	-12.8	i
NC(=S)N/N=C/c1ccccc1O	i	i	i	i	i	i	i	i	i	-16.0	i
CCN(CC)C(=O)c1sc(NC(=O)c2ccoc2C)c(C(=O)OC)c1C	i	i	i	i	i	i	i	i	i	-6.7	i
COc1ccc(C(c2sc3nc(C)nn3c2O)N2CCCCC2)cc1 (centres undefined)	i	i	i	i	i	i	i	i	i	-9.3	i
Cc1cc(=O)n(CC(=O)O)c2ccccc12	i	i	i	i	i	i	i	i	i	-4.6	i
CNC(=O)c1c(Cl)cnn1-c1ccc(C)cc1	i	i	i	i	i	i	i	i	i	-7.4	i
CC(C)NCC(O)COCCOc1ccc(Cl)cc1 (centres undefined)	i	i	i	i	i	i	i	i	i	-7.6	i
CC1(C)Cc2noc(N)c2C(C)(C)N1OC(=O)c1ccccc1	i	i	i	i	i	i	i	i	i	-5.3	i
N#C/C(=C\c1ccc(C(=O)O)cc1)S(=O)(=O)c1cc(Br)ccc1Br	i	i	i	i	i	i	i	i	i	-9.8	i
